VLA-4 inh: inhibition in a human VLA-4 binding assay; inhibition, % (about 7 µM as worked out from the volumes in the protocol); VLA-4 expressing cells, ligand binding flow cytometry; AID 2557; 330,000 tested, 0.2% active; in the data active = inhibition above about 50%
AGP1 TOR yeast: alters AGP1-GFP fluorescence in TOR pathway yeast screen; S. cerevisiae AGP1-GFP multiplex flow cytometry, 3 h; GFP as percent of DMSO wells; GFP response vs DMSO, % at 10 µM; 320,000 tested, 0.02% active; AID 2066;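 active = GFP response relative to DMSO above a set limit, near screen average plus 3 SD, cut at about 150% in these data; inconclusive = fewer than 70 cells counted for the yeast strain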;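 also: median GFP channel fluorescence of the gated AGP1 strain per well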
CIT2-GFP yeast: yeast TOR pathway CIT2-GFP modulation; S. cerevisiae CIT2-GFP strain, flow cytometry, 3 h; 100 means same as DMSO wells; AID 2029; 320,000 tested, 0.065% active; GFP response vs DMSO, % at 10 µM;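 active = GFP response relative to DMSO above a set limit, near the screen mean plus 3 SD, cut at about 150% in these data; inconclusive = Fewer than 70 cells measured for a yeast strain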;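 also: ratio of well median GFP fluorescence to mean of DMSO wells on the plate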
GRK2 inh: human GRK2 inhibition via aptamer displacement; 330,000 tested, 0.59% active; bead flow cytometry, FAM-aptamer displacement from GRK2; AID 488847; inhibition of aptamer binding, % at 10 µM;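 active = inhibition of aptamer binding above 40%, roughly 3 SD of noise, on plates passing a quality check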;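 also: median bead fluorescence of bound FAM aptamer so fluorescent compounds give negative values; no value below 0 was filed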
MCL1-BIM inh: inhibitors of human MCL1 binding to BIM-BH3 peptide. GST-MCL1 / FITC-Bim-BH3 fluorescence polarization. AID 2057. inhibition, % at 10.9 µM. 320,000 tested, 0.68% active;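 active = inhibition above the mean inhibition of all tested compounds plus 3 SD, set per campaign, cut at about 40% in these data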;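 also: 0% = DMSO wells and 100% = unlabeled Bim-BH3 peptide control; higher means more loss of mP so more displacement of Bim peptide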
Target sequence (Q07820 whole entry, looked up): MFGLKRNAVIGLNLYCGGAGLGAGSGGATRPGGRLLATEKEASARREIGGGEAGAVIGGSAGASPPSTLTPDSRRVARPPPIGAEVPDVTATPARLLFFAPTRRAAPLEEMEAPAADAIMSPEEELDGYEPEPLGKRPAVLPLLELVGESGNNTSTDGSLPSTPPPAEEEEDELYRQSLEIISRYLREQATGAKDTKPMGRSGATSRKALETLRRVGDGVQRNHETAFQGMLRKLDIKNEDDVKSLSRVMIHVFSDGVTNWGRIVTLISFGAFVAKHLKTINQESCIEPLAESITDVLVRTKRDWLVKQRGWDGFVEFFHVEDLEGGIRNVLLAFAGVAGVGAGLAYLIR
GLD-1 RNA inh: GLD-1-TGE RNA interaction inhibition (C. elegans) | Q17339 | purified GLD-1 + fluorescein TGE RNA, fluorescence polarization | inhibition, % at 5.96 µM | 320,000 tested, 0.44% active;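 active = percent inhibition above a per-plate cutoff, the plate mean of test compounds plus 3 SD, cut at about 30% in these data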;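 also: 0% = DMSO wells with GLD-1 and probe and 100% = wells lacking GLD-1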
Target sequence (Q17339 whole entry, looked up): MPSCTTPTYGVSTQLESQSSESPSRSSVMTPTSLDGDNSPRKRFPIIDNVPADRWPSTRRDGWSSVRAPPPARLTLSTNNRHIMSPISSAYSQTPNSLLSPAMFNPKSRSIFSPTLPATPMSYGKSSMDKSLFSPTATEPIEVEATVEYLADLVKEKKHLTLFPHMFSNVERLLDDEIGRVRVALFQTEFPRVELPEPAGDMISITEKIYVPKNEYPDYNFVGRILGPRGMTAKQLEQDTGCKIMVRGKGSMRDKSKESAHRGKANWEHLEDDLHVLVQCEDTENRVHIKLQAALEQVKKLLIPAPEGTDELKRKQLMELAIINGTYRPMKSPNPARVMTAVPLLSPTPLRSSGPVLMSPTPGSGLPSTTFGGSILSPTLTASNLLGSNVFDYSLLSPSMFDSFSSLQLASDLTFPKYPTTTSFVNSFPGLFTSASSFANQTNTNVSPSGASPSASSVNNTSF
CR mimetic SO: lowers age-related superoxide in aged yeast cells; S. cerevisiae aged cells, superoxide DHE fluorescence; stronger effect = lower value; superoxide response (% of plate mean), % at 10 µM; 330,000 tested, 0.18% active; AID 2690;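 active = superoxide response under a set limit, about three screen SD below normal, cut at about 65% in these data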;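 also: yeast aged for seven days with compound at 30 °C before DHE staining; 100% = average MFI of all compound-treated wells on the plate with controls excluded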
MEX-5 binding: C. elegans MEX-5 TCR-2 RNA binding activity; AID 1832; MEX-5/FITC-TCR2 RNA binding, fluorescence polarization; stronger effect = lower value; activity score (negative = inhibition of binding), % at 10 µM; Q9XUB2; 300,000 tested, 0.38% active;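 active = inhibition past about -25% in most replicates, and total fluorescence under double the plate's negative control median, limit read from the data; inconclusive = replicates evenly split on the limit, or fluorescence at least double controls; inactive = too little inhibition in most replicates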;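 also: 0% = DMSO and -100% = 5 µM competing unlabeled TCR2 RNA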
Bcl-xL primary: Bcl-xL (human) inhibition | Q07817 | GST-Bcl-xL / FITC-Bim BH3 peptide fluorescence polarization | inhibition, % at 10.9 µM | 320,000 tested, 0.7% active | AID 2129;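 active = inhibition above the mean of all tested compounds plus 3 SD, cutoff set per campaign, cut at about 30% in these data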;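 also: 0% = DMSO wells and 100% = unlabeled Bim-BH3 peptide competitor; inhibitors lower millipolarization by displacing the labeled peptide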
Target sequence (Q07817 whole entry, looked up): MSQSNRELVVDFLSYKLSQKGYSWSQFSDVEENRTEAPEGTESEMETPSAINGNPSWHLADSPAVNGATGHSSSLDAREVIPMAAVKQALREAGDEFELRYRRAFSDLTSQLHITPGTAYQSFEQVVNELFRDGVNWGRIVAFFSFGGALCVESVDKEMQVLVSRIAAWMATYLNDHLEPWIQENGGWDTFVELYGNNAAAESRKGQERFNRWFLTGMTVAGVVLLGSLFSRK
The depositor's hits bear a star; ? = inconclusive; . = no result given; [ ] = another dose, or the depositor's remark. Not a hit list; overall some 2.1% were active at least once.

| Molecule | AGP1 TOR yeast | MEX-5 binding | Bcl-xL primary | CIT2-GFP yeast | GLD-1 RNA inh | GRK2 inh | CR mimetic SO | VLA-4 inh | MCL1-BIM inh |
| --- | --- | --- | --- | --- | --- | --- | --- | --- | --- |
| Cc1ccc(C)c(C(=O)COc2ccccc2[N+](=O)[O-])c1 | 68 | 3.1 | 6 | 97 | 7 | 5 | 101 | 13 | 8 |
| CC(Oc1ccc(F)cc1Br)c1nc2ccccc2c(=O)[nH]1 (stereo not given) | 96 | -0.8 | 6 | 93 | 5 | 3 | 104 | 1 | 6 |
| COc1ccc(Nc2ncc3c(n2)CC(c2ccc(OC)cc2)CC3=O)cc1 (stereo not given) | 107 | 3.3 | 4 | 97 | 45* | 1 | 100 | 2 | -1 |
| CCOc1ccc(NC(=O)Nc2ccc3c(c2)nc(C)n3C)cc1 | 107 | 0.7 | 3 | 116 | 0 | 0 | 79 | 6 | 4 |
| CC(C)(C)c1cc(Br)ccc1OCC(=O)Nc1ncn[nH]1 | 90 | -0.2 | -1 | 96 | 4 | 0 | 107 | 11 | 5 |
| CC(=O)N1CCC(N(C(=O)Nc2ccc(F)cc2)C2CCCC2)CC1 | 104 | -5.3 | 2 | 100 | 3 | 2 | 101 | -20 | -3 |
| CC(C)C[C@@]12C(=O)N(c3ccc(Br)cc3)C(=O)N1[C@H](c1ccc(Br)cc1)[C@@H]1C(=O)N(C(C)(C)C)C(=O)[C@@H]12 | 86 | 2.4 | 3 | 82 | 3 | 0 | 93 | -45 | 2 |
| Cc1ccc(C(=O)NC(C)CCc2ccccc2)cc1[N+](=O)[O-] (stereo not given) | 96 | -1.2 | 3 | 86 | 4 | 1 | 88 | -24 | -7 |
| COc1cc(NC(=O)c2ccc(CNc3c(N4CCCC4)c(=O)c3=O)cc2)cc(OC)c1OC | 109 | . | 10 | 100 | -6 | 5 | 98 | -15 | 12 |
| O=C(Nc1nc(N2C(=O)c3ccccc3C2=O)n(-c2ccccc2)n1)c1ccc(F)cc1 | 97 | -1.2 | 5 | 94 | 1 | 2 | 81 | 23 | 3 |
| CCn1c(CNC(=O)Cc2ccc(OC)cc2)nnc1SCC(=O)c1ccc(Br)cc1 | 101 | -1.3 | 1 | 96 | 5 | 0 | 97 | -7 | -6 |
| NC(=O)CCN1CCC(c2nc3ccccc3s2)CC1 | 97 | -1.3 | -3 | 95 | -6 | 0 | 117 | 6 | -8 |
| CSc1cccc(NC(=O)CNC(=O)c2ccc3c(c2)OCO3)c1 | 104 | -0.6 | 1 | 106 | -1 | 3 | 98 | 30 | -1 |
| COc1ccc(-c2cc(-c3nnc(COC(=O)c4ccncc4)o3)c3ccccc3n2)cc1OC | 107 | 0.8 | -4 | 102 | -1 | 0 | 113 | 12 | -2 |
| CCCc1nc2c(sc3nc4c(cc32)COC(C)(C)C4)c(=O)n1CCN(C)C | 98 | 2.7 | 3 | 96 | 6 | 1 | 105 | -8 | 0 |
| O=C(N1CCCCC1)N1CCN(C(=O)N2CCCCC2)CC1 | 112 | 1.2 | 7 | 108 | 6 | 6 | 108 | 6 | 3 |
| CCO[C@H]1OC(C(=O)Nc2ccccc2)=C[C@@H](c2cn(C(C)=O)c3ccccc23)[C@@H]1CCCO | . | 0.9 | -3 | . | -3 | . | . | . | -7 |
| COc1ccc(C(CNC(=O)Cn2c(=O)oc3ccccc32)N(C)C)cc1 (stereo not given) | 105 | 1.2 | -1 | 104 | 5 | 0 | 100 | -6 | -2 |
| COc1cccc(CCN2CCC(CNS(=O)(=O)c3cc(-c4cc(C)no4)ccc3OC)CC2)c1 | 98 | -6.3 | 4 | 90 | 3 | 0 | 91 | -3 | 6 |
| CCC1Oc2ccc(C)cc2N(CC(=O)N(Cc2ccc3c(c2)OCO3)CC2CCCO2)C1=O (stereo not given) | 100 | 1.0 | 1 | . | 0 | 0 | 96 | -4 | 1 |
| C[C@@H]1CCCCCCCCC(=O)OCCN[C@H](C)CCCCCCCCC(=O)OCCN[C@H](C)CCCCCCCCC(=O)OCCN1 | . | . | . | . | -4 | 0 | 87 | 13 | . |
| CC1CCc2c(sc(NC(=O)Cn3cnc([N+](=O)[O-])n3)c2C(N)=O)C1 (stereo not given) | 106 | 1.5 | 2 | 107 | 3 | 1 | 135 | 6 | 3 |
| O=C(c1ccc(CS(=O)(=O)c2ccc(Br)cc2)o1)N1CCN(c2ncccn2)CC1 | 106 | 0.5 | 4 | 98 | -1 | 1 | 91 | -13 | -3 |
| COc1ccc2c(c1)c(CC(=O)Nc1nnc(C3CC3)s1)c(C)n2C(=O)c1ccc(Cl)cc1 | 114 | 1.9 | -4 | 101 | 1 | 1 | 81 | 6 | -4 |
| Cc1noc(C)c1CSCC(=O)OCc1nnc(-c2ccc([N+](=O)[O-])cc2)o1 | 99 | . | . | 97 | -3 | 0 | 104 | -9 | . |
| O=C(Nc1c2c(nn1-c1cccc(Cl)c1)CS(=O)(=O)C2)c1cccs1 | 91 | -4.6 | 2 | 99 | -6 | 2 | 86 | 0 | -1 |
| CCOC(=O)N1CCN(c2c(Nc3ccc4c(c3)OCCO4)c(=O)c2=O)CC1 | 97 | 1.9 | 3 | 97 | 0 | 0 | 113 | -7 | 8 |
| COc1ccc(C(=O)Nn2c(CCC(=O)O)ccc2-c2ccc(C)cc2)cc1OC | 96 | 2.1 | 7 | . | -7 | 0 | 101 | 0 | -6 |
| Cc1ccc(OCC(=O)Nc2ccccc2C(=O)N2CCCCC2)cc1 | 98 | -2.8 | 4 | 92 | 1 | 2 | 109 | -6 | 3 |
| Cc1cccc(CN2CCC(CNC(=O)CSc3cc(=O)n(C)c4cc(Cl)ccc34)CC2)c1 | 71 | 1.5 | 5 | 108 | 4 | 0 | 105 | 21 | 4 |
| O=C(NCCNC(=O)c1cc(OCC(F)(F)F)ccc1OCC(F)(F)F)Nc1cccc(C(F)(F)F)c1 | 101 | 2.0 | 1 | 121 | 0 | 1 | 84 | 7 | -1 |
| O=C(CSc1nnc(-c2cccnc2)o1)N1CCCCC1 | 101 | -0.2 | -1 | 103 | 7 | 0 | 86 | 6 | 0 |
| O=C(CN1C(=O)NC(c2ccccc2)(c2ccccc2)C1=O)Nc1cccnc1Cl | 110 | -1.5 | 2 | 112 | 0 | 0 | 93 | 6 | 9 |
| COc1ccc(NC(=O)COc2ccc(CNCCCN3CCOCC3)cc2OC)cc1 | 105 | 1.1 | 5 | 105 | -4 | 0 | 87 | 11 | 6 |
| Cc1cc(C)n(C(=O)c2cc3ccccc3c(=O)o2)n1 | 108 | 0.2 | 3 | 105 | 4 | 0 | 96 | 9 | -3 |
| Cc1ccc(S(=O)(=O)N(C)CC(=O)NCc2ccncc2)cc1 | 105 | -1.1 | 4 | 94 | 2 | 1 | 94 | -3 | -1 |
| COC(=O)c1cccc(-n2nnnc2SCC(=O)Nc2nc3c(s2)CCCC3)c1 | 92 | -2.3 | 2 | 92 | -3 | 1 | 110 | 22 | 7 |
| CC(NC(=O)Nc1ccccc1)C(c1cccs1)N1CCN(C)CC1 (stereo not given) | 97 | 2.0 | 3 | 93 | 6 | 7 | 91 | 15 | 5 |
| CCC1CCCCN1CCCNC(=O)Cn1cc2c(n1)-c1c(oc(C(=O)N3CCCC3)c1C)CC2 (stereo not given) | 100 | -1.5 | 14 | 93 | -7 | 0 | 88 | 0 | 5 |
| Cn1c(NCc2ccco2)nc2ccccc21 | 101 | -2.1 | 0 | 98 | 4 | 3 | 111 | 10 | -1 |
| CCOC(=O)c1c(-c2cccc([N+](=O)[O-])c2)csc1NC(=O)C1CC1 | 90 | 1.6 | -1 | 86 | -1 | 3 | 116 | 0 | 4 |
| CCOC(=O)c1cc(C(=O)NC(C)c2ccccc2)c(C)[nH]c1=O (stereo not given) | 102 | 3.2 | -1 | 98 | 4 | 1 | 76 | 6 | -6 |
| CC(C)c1ccc(NC(=O)C2CCN(S(=O)(=O)c3ccc4c(c3)C(C)(C)C(=O)N4C)CC2)cc1 | 107 | 0.3 | -1 | 110 | -3 | 0 | 101 | 19 | 2 |
| COc1ccc(C(=O)Nc2ncccc2C)cc1S(=O)(=O)N1CCOCC1 | 110 | -0.6 | 3 | 108 | 2 | 0 | 96 | -5 | 5 |
| CSCCC(NC(=O)c1ccco1)C(=O)NCC(C)(C)N1CCOCC1 (stereo not given) | 104 | . | 4 | 100 | -3 | 10 | 97 | 5 | -2 |
| O=C(CN1CCN(c2ccc(C(F)(F)F)cn2)CC1)NCc1ccc2c(c1)OCO2 | 109 | -1.1 | 5 | 94 | 0 | 1 | 99 | 17 | 6 |
| COc1ccc(C#Cc2c(-c3ccc(OC)cc3)oc3ccc(-c4ccc5c(c4)OCO5)cc23)cc1 | 100 | 1.0 | 0 | 98 | 9 | 0 | 88 | -10 | -5 |
| CC(NC(=O)C(C)N1CCN(Cc2ccccc2)CC1)c1ccccc1 (stereo not given) | 96 | 0.8 | 3 | 94 | 4 | 3 | 93 | 0 | -4 |
| COc1c(C(=O)Nc2nnc(C3CC3)s2)csc1Cl | 114[may fluoresce green] | -4.7 | 1 | 123[may fluoresce green] | -3 | 2 | 112 | -1 | 0 |
| COc1ccc(C(=O)COC(=O)CCNS(=O)(=O)c2ccccc2)cc1Br | ? | 1.9 | 2 | ? | -7 | 3 | 105 | 9 | 6 |
| c1c2c(cc3sc(N4CCOCC4)nc13)OCO2 | 93 | -3.4 | 5 | 106 | 3 | 17 | 94 | 12 | 11 |
| COC(=O)c1ccc(N2CCN(C)CC2)c(NC(=O)COc2ccccc2)c1 | 98 | 1.0 | -1 | 97 | -6 | 0 | 100 | 2 | -2 |
| O=C(NCCS(=O)(=O)NCc1ccccc1Cl)c1ccccc1 | 104 | -0.8 | 7 | 101 | 7 | 2 | 113 | -3 | 9 |
| Cc1ccc(S(=O)(=O)N/N=C/c2ccc3nccnc3c2)cc1 | 99 | -0.4 | 6 | 102 | 3 | 0 | 81 | -4 | 6 |
| CCOc1ccc(C(=O)N2CCCCCC2)cc1 | 106 | 0.9 | 3 | 108 | -6 | 0 | 95 | -12 | -8 |
| CC(C)(C)NC(=O)CSc1ccc(S(=O)(=O)N2CCOCC2)cn1 | 105 | . | -12 | 97 | 1 | 0 | 110 | 6 | -18 |

Carrying on:
| Molecule | AGP1 TOR yeast | MEX-5 binding | Bcl-xL primary | CIT2-GFP yeast | GLD-1 RNA inh | GRK2 inh | CR mimetic SO | VLA-4 inh | MCL1-BIM inh |
| --- | --- | --- | --- | --- | --- | --- | --- | --- | --- |
| CCCCn1c(N)c(N(CC)C(=O)c2cccs2)c(=O)[nH]c1=O | 100 | . | . | 100 | 4 | 2 | 106 | -1 | . |
| CC(C)CC(NC(=O)C1CCCN1C(=O)CNC(=O)OCc1ccccc1)C(=O)O (stereo not given) | 96 | 0.7 | 3 | 99 | 6 | 0 | 103 | 4 | 1 |
| COc1cc(NC(=O)C(C)Oc2ccccc2)c(OC)cc1NC(=O)c1ccccc1 (stereo not given) | 92 | -0.7 | 4 | 91 | 4 | 5 | 87 | 3 | 7 |
| CCCOc1ccc(C(=O)Nn2c(C)nc3ccccc3c2=O)cc1 | 93 | -1.3 | 1 | 95 | 1 | 0 | 96 | 35 | -1 |
| CCN(CC)C(=O)c1ccccc1NC(=O)CN1C(=O)c2ccccc2S1(=O)=O | 97 | -0.3 | -3 | 99 | 4 | 4 | 97 | -10 | 1 |

Assay outcomes as filed in PubChem BioAssay.
